Bioassay records (PubChem BioAssay)
Rtt109 HAT inh = C. albicans Rtt109 histone acetyltransferase inhibition. Q5AAJ8. purified Rtt109/Vps75, ThioGlo CoA-SH fluorescence, 4 h. inhibition, % at 34.9 µM. 330,000 tested, 0.16% active. AID 540336;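 active = inhibition of at least 50% in every replicate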
PvdQ acylase = P. aeruginosa PvdQ acylase inhibition; purified PvdQ acylase, fluorescence plate reader; inhibition, % at 10 µM; 340,000 tested, 0.063% active; AID 488965; in the data active = inhibition above about 30%, passing the limit was not always enough;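 also: 0% = vehicle neutral wells and 100% = reference inhibitor wells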
MITF act = increases MITF-driven TRPM1 promoter luciferase signal. SK-MEL-5 TRPM1-promoter luciferase, 24 h; % of positive control, neutral wells = 0. activation, % at 12.5 µM. 300,000 tested, 0.75% active;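 active = mean activation of at least 80% with every replicate also reaching 80%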;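 also: 0% = neutral control wells and 100% = parthenolide positive control wells; values of inactives mirror those of a sister screen read the other way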
Wnt bcat act = Wnt/beta-catenin pathway activation. 300,000 tested, 1.2% active. Wnt/beta-catenin reporter cell assay, activator, plate reader. activation, % at 9.35 µM; in the data active = activation above about 30%, passing the limit was not always enough;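 also: 0% = neutral control wells and 100% = positive control wells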
cardiac RTF act = cardiac RTF calcium sensitization | 340,000 tested, 0.24% active | activation, % at 7.2 µM | P19429+P45379 | IANBD-labeled TnC RTF fluorescence at EC20 calcium; 0% EC20 calcium, 100% full calcium | AID 493008;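 active = activation above the mean over all tested compounds plus 3 SD, cut at about 30% in these data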;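 also: rise in fluorescence read as greater calcium sensitivity of cardiac thin filaments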
CDK5 inh = blocks human CDK5/p35 kinase activity. Q00535+Q15078. Recombinant CDK5/p35, ADP-Glo luminescence, 60 min. inhibition, % at 10 µM. 330,000 tested, 0.01% active. AID 488839;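 active = highest replicate inhibition of at least 50% and at least 75% of replicates reaching 50%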;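 also: plate controls were DMSO neutral control for no effect and GW8510 at 10 µM for full effect; many of its hits are not listed in these tables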
SR-BI HDL uptake = inhibitors of mouse SR-BI mediated HDL lipid uptake; Q61009; ldlA[mSR-BI] CHO cells, DiI-HDL uptake fluorescence, 3 h; inhibition, % at 12.5 µM; 320,000 tested, 0.96% active; AID 488896;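 active = mean replicate inhibition of at least 70% and a set share of replicates each scoring 70 or more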;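 also: 0% = median of neutral control wells and 100% = median of positive control wells; values of inactives mirror those of a sister screen read the other way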
Target sequence (Q61009 whole entry, looked up): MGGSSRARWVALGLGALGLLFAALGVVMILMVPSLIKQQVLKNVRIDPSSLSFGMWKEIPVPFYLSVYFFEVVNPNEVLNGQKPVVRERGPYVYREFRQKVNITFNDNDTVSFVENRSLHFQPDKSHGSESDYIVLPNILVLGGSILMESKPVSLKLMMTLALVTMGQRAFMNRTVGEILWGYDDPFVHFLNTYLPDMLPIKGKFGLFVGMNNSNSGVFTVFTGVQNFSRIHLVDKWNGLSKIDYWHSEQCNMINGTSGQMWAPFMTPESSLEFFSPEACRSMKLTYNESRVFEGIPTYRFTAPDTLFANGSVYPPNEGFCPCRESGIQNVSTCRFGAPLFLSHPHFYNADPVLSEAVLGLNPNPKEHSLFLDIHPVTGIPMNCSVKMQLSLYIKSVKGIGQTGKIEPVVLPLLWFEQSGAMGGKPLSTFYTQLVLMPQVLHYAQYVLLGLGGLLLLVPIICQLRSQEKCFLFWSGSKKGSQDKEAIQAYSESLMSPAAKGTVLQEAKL
dFosB activator = activators of mouse delta FosB homodimer; P13346; purified delta FosB, TAMRA-CDK5 oligo fluorescence polarization; percent of positive-control signal above neutral wells; activation, % at 25 µM; 340,000 tested, 0.99% active; AID 493131;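 active = mean activation above about 17%, with every replicate also reaching it, limit read from the data, passing the limit was not always enough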;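 also: fluorescence polarization rise as delta FosB binds a TAMRA Cdk5 AP-1 oligo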
HTR5A ag ctr = activates human HTR5A in OPRM1-OPRD1 agonist counter-screen | P47898 | HTR5A agonist assay, luminescence, cell-based | activation, % at 9.3 µM | 340,000 tested, 0.61% active | AID 504692; in the data active = activation mostly above about 9.5%, no sharp cut-off; inactive = mostly below about 7.6%;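 also: 0% = cells with vehicle only and 100% = reference agonist; strong numbers were not always called active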
Target sequence (P47898 whole entry, looked up): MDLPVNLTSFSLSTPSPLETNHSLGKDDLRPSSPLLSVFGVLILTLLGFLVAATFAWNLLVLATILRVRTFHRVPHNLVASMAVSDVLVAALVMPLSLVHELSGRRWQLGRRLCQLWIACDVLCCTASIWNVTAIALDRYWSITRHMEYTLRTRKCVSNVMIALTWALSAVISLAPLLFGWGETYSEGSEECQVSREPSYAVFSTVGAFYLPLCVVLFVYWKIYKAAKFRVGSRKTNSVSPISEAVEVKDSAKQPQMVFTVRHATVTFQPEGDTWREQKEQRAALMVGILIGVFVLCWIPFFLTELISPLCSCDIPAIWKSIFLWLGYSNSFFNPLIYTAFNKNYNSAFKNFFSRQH
SR-BI DiI-HDL act = SR-BI HDL lipid transfer activation | CHO ldlA[mSR-BI] cells, DiI-HDL uptake fluorescence, 3 h; 100 = double the neutral-control signal | activation, % at 12.5 µM | 320,000 tested, 0.096% active;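 active = mean replicate activation of at least 60% and every replicate at or above 60%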;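 also: 0% = median plate neutral-control signal and 100% = twice that signal; values of inactives mirror those of a sister screen read the other way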
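Material: SR-BI-overexpressing, LDLR-lacking CHO cells; schedule: compound exposure 3 h, 37 °C; reagent: DiI-labelled HDL at 10 µg/mL final; technique: bottom-read fluorescence, 550/595 nm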
Numbers without * were called inactive; nt = no result given.

SMILES	Rtt109 HAT inh	PvdQ acylase	MITF act	Wnt bcat act	cardiac RTF act	CDK5 inh	SR-BI HDL uptake	dFosB activator	HTR5A ag ctr	SR-BI DiI-HDL act
CCC(=O)N/C(=N/c1nc(C)cc(C)n1)Nc1ccccc1	14	-15	9	2	20	0.1	4	-8	-1	-4
Cc1ccc(CS(=O)(=O)CCC(=O)NCCCOC(C)C)cc1	-1	-12	0	nt	2	-6.2	-16	0	2	16
COc1ccc(-c2cn(CCc3c[nH]c4ccccc34)nn2)cc1	2	-24	19	7	-5	-3.2	25	-4	0	-25
CC(CCc1ccccc1)NC(=O)CNC(=O)N1CC(=O)Nc2ccccc21 (stereo not drawn)	17	2	-2	1	-3	-1.2	-12	-2	-2	12
CCCCN1C(=S)NC[C@@H]1Cc1ccccc1	-1	-11	-1	-1	4	0.2	11	-5	2	-11
O=C(COC(=O)c1cccnc1)Nc1cccc2ccccc12	3	3	-8	-1	-7	0.2	25	0	0	-25
CC1CCCC(NC(=O)COC(=O)c2ccccc2NC(=O)c2ccco2)C1C (stereo not drawn)	10	3	1	nt	-6	-0.1	4	4	-1	-4
CCC1(C)Cc2c(sc3[nH]c(=S)n(Cc4ccccc4)c(=O)c23)CO1 (stereo not drawn)	11	-5	-6	nt	-3	0.3	-18	-1	-13	18
O=C(c1ccccc1)C1CN(Cc2ccccc2)CCC1(O)c1ccccc1 (stereo not drawn)	nt	-7	-1	0	2	0.6	-14	-12	-3	14
CCOC(=O)C1CCCN(C(=O)c2cccs2)C1 (stereo not drawn)	-2	-3	6	nt	-3	0.5	0	-3	6	0
OCC1(CCOc2ccccc2)CCN(Cc2ccccc2C(F)(F)F)CC1	14	9	3	41*	-1	-0.3	11	-4	1	-11
CCNC(=S)NCc1ccc(OC)c(OC)c1	4	-18	-8	-2	2	-0.2	-13	4	-4	13
Cc1ccccc1OCc1nnc(SCC(=O)NC2CCCCC2)o1	-17	3	6	-3	-1	-0.1	-9	-7	6	9
CCOC(=O)c1cnn(-c2ccccc2)c1-n1cccc1C(=O)C(=O)Nc1ccccc1C(F)(F)F	2	-10	11	nt	0	2.7	32	-5	-4	-32
O=C(COC(=O)c1ccc(F)cc1Cl)NC1CCCCCCC1	1	-11	15	-1	2	-2.9	-9	-10	1	9
COC(=O)CCC(=O)NNC(=O)CCCOc1ccc(Cl)cc1Cl	-8	-5	-2	nt	1	-1.4	-19	-2	-2	19
COc1cccc(-n2c(-c3ccc4[nH]c(C)c(C)c4c3)n[nH]c2=S)c1	0	-3	-15	-1	1	1.9	-11	-11	-3	11
CSc1nc(Cc2ccccc2)cc(=O)[nH]1	8	-13	-6	-8	2	1.7	-11	-1	-7	11
C=C(C)CN=C1SC(C(=O)Nc2sc3c(c2C(=O)OC)CCC3)C(N)=C1C(N)=O (stereo not drawn)	-4	-11	11	-1	-23	0.1	30	-4	1	-30
COc1ccc(CN2CCN(CCCc3ccccc3)C(CCO)C2)c(O)c1 (stereo not drawn)	-5	-11	5	-2	3	0.8	-9	-4	4	9
CC1SC(c2ccc(Cl)cc2)NC1=O (stereo not drawn)	11	-1	-1	nt	-6	-0.1	-20	-1	-4	20
COC(=O)[C@H](C)N(Cc1ccc(Cl)c(Cl)c1)S(=O)(=O)CCN1CCN(c2ccccc2)CC1	-5	2	-7	-2	-1	1.4	40	2	3	-40
COc1ccc(OC)c(C2=C[N+](=O)C(C)(C)C(C)(C)N2[O-])c1	4	15	4	nt	1	-0.3	-29	3	1	29
O=C1NC(=O)c2cc(NC(=O)C3COc4ccccc4O3)ccc21 (stereo not drawn)	-3	6	nt	0	0	1.0	-33	3	0	33
COc1ccc(/C=C/C(=O)NC(=S)Nc2ccccn2)cc1	9	-1	55	12	4	-1.6	-30	17*	1	30
Next part
SMILES	Rtt109 HAT inh	PvdQ acylase	MITF act	Wnt bcat act	cardiac RTF act	CDK5 inh	SR-BI HDL uptake	dFosB activator	HTR5A ag ctr	SR-BI DiI-HDL act
CC1CCN(CC(=O)NC2CCCCC2)CC1	5	-1	-7	2	3	0.9	0	-1	6	0
COc1cccc2sc(N(CCCN(C)C)C(=O)c3ccc(S(=O)(=O)N4CCCc5ccccc54)cc3)nc12	40	-12	-19	-1	2	0.7	15	-3	-3	-15
CCOC(=O)N1CCN(S(=O)(=O)N2CCCC(C(=O)NCCc3ccccc3)C2)CC1 (stereo not drawn)	0	-18	-5	-2	-1	nt	-6	-7	-1	6
CCOC(=O)N1CCC(NC(=O)c2oc3c(C)c(C)ccc3c2C)CC1	-4	-15	12	3	-7	-1.7	-6	-26	1	6
Cc1ccc(C2(C)NC(=O)N(CC(=O)Nc3ccc4c(c3)CCC4)C2=O)cc1 (stereo not drawn)	0	7	-7	-5	-2	-1.3	-1	-5	-10	1
CCCCn1c(=O)[nH]c2c(oc3ccccc32)c1=O	-5	-15	15	5	3	0.7	nt	-4	2	nt
CCN(CC)S(=O)(=O)c1cccc(NC(=O)CCSc2ccc(Cl)cc2)c1	1	-20	-6	nt	15	2.2	-18	-5	5	18
S=c1[nH]nc(CNc2cccc(Cl)c2)o1	7	-3	-4	-3	2	1.6	-41	2	3	41
O=S(=O)(c1cccc(C(F)(F)F)c1)N1CCCC1c1cccnc1 (stereo not drawn)	5	-4	-5	14	3	-0.5	-12	-8	-3	12
CC(OC(=O)c1cccc(-n2cnnn2)c1)C(=O)Nc1ccc(F)c(F)c1F (stereo not drawn)	1	-19	-4	-3	4	-9.9	1	30*	2	-1
CN(C)CCN(C(=O)c1ccc(S(=O)(=O)N2CCc3ccccc32)cc1)c1nc2ccc(F)cc2s1	32	5	20	1	-2	-2.1	-9	62*	4	9
CCN(CC)CC(=O)c1c[nH]c2ccc(OC)cc12	16	5	-9	nt	-2	1.0	-3	-8	4	3
O=C(CSc1ccc(Cl)cc1)Nc1cccc(-c2nc3ncccc3o2)c1	-6	5	-10	nt	-3	-0.9	13	-35	-3	-13
Nc1ccc(C(=O)OCCCc2nc3ccccc3[nH]2)cc1	4	0	-10	0	-1	1.6	-6	4	2	6
O=C(Nc1cc(Cl)ccc1N1CCOCC1)c1ccc(F)c(S(=O)(=O)N2CCOCC2)c1	2	-2	6	-3	2	0.3	27	-9	-3	-27
CCOC(=O)c1c(NC(=O)C(C)S(=O)(=O)c2cn(CC)c3ccccc23)sc2c1CCCC2 (stereo not drawn)	-9	-16	nt	1	0	-1.2	57	-1	1	-57
Cc1oc(-c2ccccc2)[n+]([O-])c1C	-7	8	nt	nt	1	-0.5	-16	-2	-3	16
Nc1nc(-c2cccs2)c(NC(=O)c2ccccc2)s1	3	-12	10	-4	-1	0.5	-4	-6	-2	4
CSCCC(N=C1NS(=O)(=O)c2ccccc21)C(=O)NCc1ccccc1F (stereo not drawn)	-8	-11	2	-1	-1	0.8	-1	-7	0	1
N/C(=N\OC(=O)CCC1CCCCC1)c1ccccn1	-28	1	55	nt	-1	2.0	-32	0	3	32
CO/N=C/c1ccc(Sc2ccccc2N)c([N+](=O)[O-])c1	4	-4	-9	nt	-1	-0.5	20	-9	2	-20
COc1ccc(-c2csc3nc(-c4ccccc4F)oc(=O)c23)cc1OC	-11	6	-8	-1	1	-0.7	34	-11	4	-34
CC(C)CCNc1cc(=O)n(C)c(=O)n1C	-10	-5	3	nt	-1	0.5	5	-9	-3	-5
O=C(CSc1n[nH]c(-c2cccs2)n1)N1CCCCC1	-4	-18	17	0	-3	-0.7	-12	5	0	12
Cc1cccc(NC(=O)CSc2ncnc3nc[nH]c23)c1	6	-21	22	nt	5	1.5	-15	-11	6	15
New compounds follow:
SMILES	Rtt109 HAT inh	PvdQ acylase	MITF act	Wnt bcat act	cardiac RTF act	CDK5 inh	SR-BI HDL uptake	dFosB activator	HTR5A ag ctr	SR-BI DiI-HDL act
CC(C)n1nccc1NS(=O)(=O)c1ccccc1	3	-2	2	-1	-5	0.3	-18	1	-4	18
Cc1nn(Cc2ccccc2Cl)c(C)c1NC(=O)c1ccn(C)n1	8	1	3	-4	-1	0.8	-20	-3	6	20
COC(=O)c1ccc(CO/N=C(\NC(C)=O)c2nonc2NC(C)=O)cc1	-4	-11	11	7	2	-0.1	12	3	3	-12
COc1ccc(C2NN=C(c3ccc(C)cc3)S2)cc1 (stereo not drawn)	11	-10	73	29	3	-0.9	28	-10	-4	-28
O=C(NC1CCCCCC1)C1CCC(=O)N(Cc2ccccc2F)C1 (stereo not drawn)	33	2	1	2	-5	1.3	-40	-2	0	40
Cc1ccc(S(=O)(=O)c2cc(C#N)c(=O)[nH]c2N)cc1	1	-8	nt	-4	16	-0.9	-4	-3	3	4
CCOC(=O)c1c(NC(=O)CSc2nnc(Cc3csc(N)n3)n2C)sc(C)c1C	-9	17	-4	nt	-3	-0.3	34	-12	1	-34
O=C(Nc1ccccc1)C1CCN(C(=O)c2ccco2)CC1	-5	-18	nt	0	-4	-0.3	nt	-4	2	nt
C=CCn1c(SCC(=O)NCC)nnc1-c1cc2c(s1)CCC(CC)C2 (stereo not drawn)	-14	-4	38	-3	4	0.6	-18	-6	0	18
Cc1cc(C)n2nc(C(=O)N/N=C/c3ccccc3Cl)nc2n1	-3	13	14	0	0	0.1	10	-13	0	-10
CN(C)C(=O)c1ccccc1Sc1ccc(Cl)cc1Cl	-8	-4	3	-1	0	1.9	14	1	1	-14
Cc1cc(Cn2nnc3ccccc32)c(O)c(C(C)(C)C)c1	19	4	13	-2	-11	5.3	24	-3	19	-24
Cc1ccc(C)c(N2CCN(C(=O)Cc3ccc(-n4c(=O)[nH]c5ccsc5c4=O)cc3)CC2)c1	4	-2	2	nt	-14	1.1	19	-11	3	-19
CCCCNC(=O)N(CC)c1c(N)n(Cc2ccccc2)c(=O)[nH]c1=O	-4	0	1	0	-3	1.7	-14	-5	-1	14
COc1ccc(S(N)(=O)=O)cc1C(=O)OCC(=O)Nc1ncc(Cl)c(C)c1Cl	0	-11	-11	0	6	0.8	-12	-4	2	12
O=C(NCCC(=O)N1CCNC1=O)OCc1ccccc1	7	4	12	nt	7	-0.6	-30	6	0	30
CSCCC1NC(=O)C(C(C)=NNC(N)=O)=C1O (stereo not drawn)	13	-7	-3	-3	0	-0.6	-4	0	-1	4
CC(=O)OC1OCCOC1NC(=S)Nc1cccc(C(F)(F)F)c1 (stereo not drawn)	-3	-17	2	-10	6	-0.6	-25	-5	-2	25
O=C(CN1C(=O)C2CCCCC2C1=O)OCc1nnc(-c2ccccc2)o1 (stereo not drawn)	-11	-20	13	1	2	1.1	-26	2	-3	26
